PNC inhibitor – perinucleolar compartment assembly inhibition; AID 2417; activity change (PNC), negative = inhibition, % at 10 µM; PC3M PTB-GFP, PNC prevalence imaging, 16 h; active compounds read low; 3.1% of 140,000 active;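 active = readout at or below -70, meaning at least 70% loss of cells showing the perinucleolar compartment, a nuclear body marking cancer cells; inconclusive = readout between -30 and a set limit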;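 note: plate controls were DMSO wells for no effect and camptothecin positive control wells for full effect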
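PC3M cells stably expressing PTB-GFP, 750–1000 cells/well, treated 16 h at 37 °C with compound (23 nl of library stock), in duplicate. After paraformaldehyde fixation and Hoechst stain, imaged at 20x; PNC prevalence scored by image analysis.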
ALOX15B inhib – blocks human 15-lipoxygenase 2 activity; Potency, µM (highest dose often 57.1 µM), for inactives: at the highest dose activity change, negative = inhibition, usual class: inhibitors; purified 15hLO-2, xylenol orange hydroperoxide absorbance; 0.56% of 110,000 active; note: potency is the fitted concentration of half-maximal effect; nearly all actives have a fitted effect of over 60% in size; many of its hits are not listed in these tables
Target sequence (O15296 whole entry, looked up): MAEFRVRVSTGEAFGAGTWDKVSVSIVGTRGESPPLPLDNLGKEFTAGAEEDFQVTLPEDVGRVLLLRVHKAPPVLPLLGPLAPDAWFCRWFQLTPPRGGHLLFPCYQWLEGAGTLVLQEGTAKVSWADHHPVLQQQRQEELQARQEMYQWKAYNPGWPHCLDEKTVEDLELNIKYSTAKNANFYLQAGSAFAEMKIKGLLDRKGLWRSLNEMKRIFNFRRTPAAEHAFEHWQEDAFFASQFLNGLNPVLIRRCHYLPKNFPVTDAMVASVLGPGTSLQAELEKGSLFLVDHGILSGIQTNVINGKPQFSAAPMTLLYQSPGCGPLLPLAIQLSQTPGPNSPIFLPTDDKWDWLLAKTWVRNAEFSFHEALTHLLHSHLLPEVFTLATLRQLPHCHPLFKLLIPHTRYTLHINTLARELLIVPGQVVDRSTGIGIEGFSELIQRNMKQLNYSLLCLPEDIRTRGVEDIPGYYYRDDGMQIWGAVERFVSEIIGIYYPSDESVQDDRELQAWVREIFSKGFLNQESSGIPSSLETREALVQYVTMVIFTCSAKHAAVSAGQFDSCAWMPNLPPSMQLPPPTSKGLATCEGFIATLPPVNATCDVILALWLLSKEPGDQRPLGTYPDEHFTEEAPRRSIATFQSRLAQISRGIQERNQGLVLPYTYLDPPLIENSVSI
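Purified human 15hLO-2 (50 nM) preincubated 15 min with compound, then 45 uM arachidonic acid for 90 min at RT in 25 mM Hepes pH 7.5, 0.01% Triton X-100. Hydroperoxide detected by Fe-xylenol orange; 573/405 nm absorbance ratio.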
IMPase cell inh – membrane-permeable compound that blocks inositol monophosphatase. CHO-M1 cells, IP1 accumulation, HTRF TR-FRET ratio. P97697. 120,000 tested, under 10 active. inhibition (IP1 accumulation), % at 46.1 µM; active = well fitted curve in the direction sought with a large enough effect in the signal ratio, not every such curve was filed as active; inconclusive = small, poorly fitted or top-dose-only effect, or a change in a side signal; inactive = no such curve, though single readings can be large or run the other way; the % refers to the signal ratio;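 note: cells stimulated with carbachol in lithium chloride buffer; plate controls were DMSO basal wells for no effect and reference inhibitor wells for full effect; higher means more IMPase inhibition seen as more IP1 and lower FRET ratio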
Target sequence (P97697 whole entry, looked up): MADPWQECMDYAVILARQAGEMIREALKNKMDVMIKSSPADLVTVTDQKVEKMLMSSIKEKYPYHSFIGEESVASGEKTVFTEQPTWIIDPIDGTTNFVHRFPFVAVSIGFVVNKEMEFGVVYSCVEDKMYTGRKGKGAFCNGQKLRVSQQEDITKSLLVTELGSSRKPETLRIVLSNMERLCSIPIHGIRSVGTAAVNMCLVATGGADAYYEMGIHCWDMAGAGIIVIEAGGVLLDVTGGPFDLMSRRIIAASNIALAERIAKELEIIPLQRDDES
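Elevated IP1 in lysates lowers TR-FRET signal (665/620 ratio and 620 channel reported). Cells were CHO-M1, given carbachol (50 uM as added) plus 50mM LiCl, pH 7.4, 30 min, 37C; compounds titrated up to 46 uM; AC50 by Hill equation.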
ALOX12 inhib – 12-hLO (ALOX12) enzyme inhibition; P18054; purified 12-hLO, xylenol orange hydroperoxide absorbance; Potency, µM (doses to about 57.1 µM), without a hit: at the top dose activity change, negative = inhibition, usual class: inhibitors; 0.12% of 150,000 active; note: potency is the fitted concentration of half-maximal effect; nearly all actives have a fitted effect of over 55% in size; many of its hits are not listed in these tables
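Purified human 12hLO (150 nM), preincubated 15 min with compound, then 40 uM arachidonic acid for 30 min, room temperature, Hepes pH 7.0 with 0.01% Triton X-100. Hydroperoxide detected by ferrous iron/xylenol orange; 573/405 nm absorbance ratio gives reaction progress.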
* hit, by the source's call; ? = inconclusive; nt = not tested or not shown; [ ] = remark or other dose. Unless noted, calls come from the whole dose curve; as a rule, active = well fitted curve in the direction sought with a large enough effect; inconclusive = small, poorly fitted or top-dose-only effect, or another doubt; inactive = no such curve, though single readings can be large; an effect the other way counts as inactive or inconclusive. Unless noted, % is set by controls: 0 for no effect and ±100 for the full control effect.

1: Cc1nnc(-c2ccccc2)nc1N1CCOCC1
2: O=C(CSc1nc2ccccc2n1-c1ccccc1)NCC1CCCO1 (stereo unspecified)
3: CC1CCCC(NC(=O)COC(=O)[C@@H]2CC(O)CN2S(=O)(=O)c2ccc3c(c2)OCCO3)C1C (stereo partly specified)
4: Cc1cc(-c2ccccc2)n2ncc(C#N)c2n1
5: CS(=O)(=O)N(CC(=O)NCCc1ccccc1)C1CCCCC1
6: Cc1ccc(/C=N/N=C2/NC(=O)C(CC(=O)Nc3ccc(Cl)cc3)S2)o1 (stereo unspecified)
7: C=CCn1c(SC(C)C(=O)NCc2ccc3c(c2)OCO3)nnc1C1CCCCC1 (stereo unspecified)
8: CCOC(=O)Cn1c(N2CCOCC2)nc2c1c(=O)[nH]c(=O)n2C

assay / compound | 1 | 2 | 3 | 4 | 5 | 6 | 7 | 8
PNC inhibitor | 63.3 | 32.0 | 31.7 | 18.6 | 36.7 | -6.5 | 5.9 | -19.6
ALOX15B inhib | 15.2% | 3.7% | nt | 4.3% | -11.4% | nt | -8.1% | -1.4%
IMPase cell inh | -4.0 | 3.7 | 9.6 | -7.2 | -3.0 | ? | 2.7 | -2.6
ALOX12 inhib | 8.8% | -5.5% | 0.9% | -1.7% | -1.6% | -6.3% | -8.3% | -0.6%

Complete entries from above. Order of screens: PNC inhibitor	ALOX15B inhib	IMPase cell inh	ALOX12 inhib
Cc1cc(-c2ccccc2)n2ncc(C#N)c2n1 in the list: 18.6	4.3%	-7.2	-1.7%
Cc1nnc(-c2ccccc2)nc1N1CCOCC1 in the list: 63.3	15.2%	-4.0	8.8%
Cc1ccc(/C=N/N=C2/NC(=O)C(CC(=O)Nc3ccc(Cl)cc3)S2)o1 (stereo unspecified) in the list: -6.5	nt	?	-6.3%
CCOC(=O)Cn1c(N2CCOCC2)nc2c1c(=O)[nH]c(=O)n2C in the list: -19.6	-1.4%	-2.6	-0.6%

New compounds follow.
9: O=C1c2ccccc2-c2ccc(C(=O)N3CCOCC3)cc21
10: O=C(N/N=C/c1ccc(-c2ccccc2[N+](=O)[O-])o1)c1cncc(Br)c1
11: Cc1ccc(-n2cc(C(C)(C)C)[nH]c2=S)cc1
12: Cc1ccc(S(=O)(=O)NNC(=O)c2ccccc2O)cc1
13: CC(CCC(=O)O)C1CCC2C3CC[C@H]4CC(O)CC[C@@]4(C)C3CC(O)[C@]12C (stereo partly specified)
14: Cc1cc(S(=O)(=O)N2CCN(c3ccccc3C)CC2)ccc1F
15: CC(C)CNC(=O)c1cc([N+](=O)[O-])ccc1N1CCCCC1
16: COC(=O)c1ccc(C(C(=O)NC2CCCCC2)N(Cc2ccc(F)cc2)C(=O)Cc2cccs2)cc1 (stereo unspecified)

assay / compound | 9 | 10 | 11 | 12 | 13 | 14 | 15 | 16
PNC inhibitor | ? | 3.6 | 30.4 | -5.8 | nt | ? | 50.0 | ?
ALOX15B inhib | -8.8% | nt | -29.4% | nt | -1.7% | 0.3%[2.29 µM] | nt | nt
IMPase cell inh | 7.1 | 2.1 | 12.4 | nt | nt | -3.9 | nt | nt
ALOX12 inhib | -3.6% | -1.3% | -8.2% | 0.7% | -0.9% | -0.7% | -2.6% | 5.4%

17: Cc1ccc(S(=O)(=O)N2CCOCC2)cc1C(=O)Nc1ccc(-c2cn3ccsc3n2)cc1
18: O=C(Oc1ccc(F)cc1C(=O)/C=C/c1cccs1)c1cccc([N+](=O)[O-])c1
19: CCCCOC(=O)Nc1nnc(CCOCC)s1
20: COc1nn(C(C)C(=O)N2N=C(C(F)F)CC2(O)C(F)F)cc1[N+](=O)[O-] (stereo unspecified)
21: CCCCCCCCCc1nc2sc3c(c2c(=O)n1NC(=O)c1ccccc1[N+](=O)[O-])CC(C)(C)OC3
22: Cc1ccccc1C(=O)N/N=C/c1ccsc1C
23: O=C(c1cccnc1)N1CCN(Cc2cccc(Br)c2)CC1
24: COc1ccc(-n2nc3c(c2NC(=O)c2c(-c4ccccc4Cl)noc2C)CS(=O)(=O)C3)cc1

assay / compound | 17 | 18 | 19 | 20 | 21 | 22 | 23 | 24
PNC inhibitor | ? | ? | -7.3 | ? | 25.3 | 69.4 | -14.3 | 25.3
ALOX15B inhib | 7.5% | -15.8% | 1.9% | nt | nt | nt | -12.5% | 2.5%
IMPase cell inh | 12.3 | 10.3 | 0.1 | 1.3 | nt | nt | 4.8 | 5.6
ALOX12 inhib | 5.5% | -12.9% | -2.3% | 2.8% | 2.1% | 0.2% | -11.6% | -3.9%

25: COc1ccc(/C(N)=N/OC(=O)c2ccc(C)c([N+](=O)[O-])c2)cc1OC
26: O=C(Oc1cccc(NC(=O)c2ccco2)c1)c1ccc(Br)c(S(=O)(=O)N2CCCCC2)c1
27: Cc1ccc(-c2csc(C3C(N)=NC(S)=C(C#N)C34CCCCC4)n2)cc1 (stereo unspecified)
28: CCSc1nc(C)c(C(C)=O)cc1C#N
29: CCOC(=O)c1ccc(NC(=O)Nc2ccc(S(N)(=O)=O)cc2)cc1
30: COc1cccc(NC(=S)N2CCc3cc(OC)c(OC)cc3C2COc2ccc3c(C)cc(=O)oc3c2)c1 (stereo unspecified)
31: CCOc1ccc(C2CC(=O)NC(SC)=C2C#N)cc1 (stereo unspecified)
32: O=S(=O)(Cc1cccc(F)c1)c1c[nH]c2ccccc12

assay / compound | 25 | 26 | 27 | 28 | 29 | 30 | 31 | 32
PNC inhibitor | 29.4 | -26.6 | ? | 8.5 | -122.4* | -24.5 | -19.9 | 21.4
ALOX15B inhib | -3.6% | -1.2% | -24.4% | -2.5% | 11.8%[2.29 µM] | nt | 0.0% | 2.3%
IMPase cell inh | 0.1 | -3.4 | 9.2 | 1.3 | -1.4 | nt | 3.3 | 1.3
ALOX12 inhib | 2.8% | -1.3% | ? | -0.9% | 1.8% | -0.7% | 1.4% | 0.0%

33: O=C1OC(=O)[C@@H]2[C@@H]1[C@@H]1CC[C@H]2O1
34: CCOC(=O)c1c(C)c(C(=O)NC(C)COC)c(C)n1C (stereo unspecified)
35: COc1ccc(-c2c(=O)n(OCc3ccccn3)c3ccccc3[n+]2[O-])cc1OC
36: CN1c2ccccc2C2(C)CCCC3=Cc4cc([N+](=O)[O-])cc([N+](=O)[O-])c4OC312 (stereo unspecified)
37: Cc1nc2ncnn2c(C)c1CCC(=O)Nc1csc(N)n1
38: O=S(=O)(c1ccc(-c2csc(-c3cccnc3)n2)cc1)N1CCCCC1
39: COc1ccc(-n2nnnc2SCC(=O)NNC(=O)c2ccc([N+](=O)[O-])cc2)cc1
40: Cc1ccc2oc(=O)c3cnn(CC(=O)NCCN4CCOCC4)c3c2c1

assay / compound | 33 | 34 | 35 | 36 | 37 | 38 | 39 | 40
PNC inhibitor | nt | ? | -11.0 | -8.8 | -3.0 | -23.1 | 44.6 | 30.5
ALOX15B inhib | 2.8% | 3.0% | nt | nt | nt | nt | nt | -3.2%
IMPase cell inh | -4.7 | -5.2 | 7.6 | nt | 7.5 | ? | 2.0 | -4.1
ALOX12 inhib | -3.4% | 2.4% | -3.1% | 3.1% | 11.7% | -5.6% | 0.1% | 3.6%

41: CCn1c(N2CCN(C(=S)NC)CC2)nc2ccccc21
42: COc1nc(N2CCCCCC2)nc(N2CCCCCC2)n1
43: Cc1ccc(-n2c(=O)c3sccc3n(Cc3cc(=O)n4cc(Cl)ccc4n3)c2=O)cc1F
44: COC(=O)c1c(Cl)c(Cl)c(C(=O)OC)c(Cl)c1Cl
45: C=CCn1c(C(C)NC(=O)c2ccccc2C)n[nH]c1=S (stereo unspecified)
46: Cc1ccc(NS(=O)(=O)c2ccc(CCC(=O)NCCCOC(C)C)cc2)cc1
47: COc1cc(OC)cc(OC)c1
48: O=C(NCC(=O)N(CCc1ccccc1)C(C(=O)NC1CCCCC1)c1ccncc1)c1ccco1 (stereo unspecified)

assay / compound | 41 | 42 | 43 | 44 | 45 | 46 | 47 | 48
PNC inhibitor | 43.0 | -3.4 | -82.9* | nt | 24.9 | -12.5 | nt | ?
ALOX15B inhib | 12.2% | 5.7% | nt | 3.2% | nt | nt | -3.4% | 8.0%
IMPase cell inh | 2.7 | -4.6 | 4.9 | nt | nt | nt | nt | 1.9
ALOX12 inhib | -4.1% | -2.3% | -6.9% | 2.9% | -2.1% | -2.1% | -0.8% | -2.5%

49: O=S(=O)(NC1CCCC1)c1ccc(S(=O)(=O)N2CCN(c3ccccc3)CC2)cc1
50: Cc1ccccc1-n1nc2c(c1NC(=O)c1ccc(S(=O)(=O)N(C)C)cc1)CSC2
51: CC1CC(=O)Nc2ccccc2N1S(=O)(=O)c1ccccc1 (stereo unspecified)
52: COc1ccc(C(NC(=O)N2CC(C)OC(C)C2)C(Cl)(Cl)Cl)cc1F (stereo unspecified)
53: O=S(=O)(c1ccccc1)c1nc(Nc2ccccc2N2CCOCC2)sc1Cl
54: COc1ccc(C(=O)N2CCC[C@@]3(CCN(c4ccccc4)C3)C2)cc1
55: O=C(CC1NC(=O)NC1=O)NC1(C(=O)NC2CCCCC2)CCCCC1 (stereo unspecified)
56: Fc1ccccc1-c1csc(=Nc2cccnc2)n1CCCn1ccnc1

assay / compound | 49 | 50 | 51 | 52 | 53 | 54 | 55 | 56
PNC inhibitor | ? | -17.1 | ? | 14.2 | 2.6 | nt | -2.0 | -25.5
ALOX15B inhib | 0.2% | -5.3% | -20.1%[11.4 µM] | nt | ? | -9.1% | -8.7% | nt
IMPase cell inh | 4.8 | 1.3 | 2.9[1.84 µM] | 3.8 | 0.1 | nt | -19.5 | 5.1
ALOX12 inhib | -7.5% | -4.5% | -0.1% | 0.4% | -10.6% | -14.6% | -1.1% | 1.2%

3 entries already listed, arranged by molecular weight, low to high:
10: O=C(N/N=C/c1ccc(-c2ccccc2[N+](=O)[O-])o1)c1cncc(Br)c1
48: O=C(NCC(=O)N(CCc1ccccc1)C(C(=O)NC1CCCCC1)c1ccncc1)c1ccco1 (stereo unspecified)
24: COc1ccc(-n2nc3c(c2NC(=O)c2c(-c4ccccc4Cl)noc2C)CS(=O)(=O)C3)cc1

assay / compound | 10 | 48 | 24
PNC inhibitor | 3.6 | ? | 25.3
ALOX15B inhib | nt | 8.0% | 2.5%
IMPase cell inh | 2.1 | 1.9 | 5.6
ALOX12 inhib | -1.3% | -2.5% | -3.9%

(listing goes on)
57: Cc1cccc(C(=O)Nc2ccc(C(=O)/C=C/c3cccs3)cc2)c1
58: Clc1ccc(OCCCn2cncn2)cc1Cl
59: CC1CCN(S(=O)(=O)c2ccc(C(=O)NCc3ccc4c(c3)OCO4)cc2)CC1
60: Cn1cccc1/C=C1\SC(=S)N(NC(=O)c2ccccc2Cl)C1=O
61: Cc1noc(/C=C/c2ccco2)c1S(=O)(=O)N1CCC(C(=O)N(C)Cc2ccccc2)CC1
62: Cc1cc2c(c(=O)n1CC1CCCO1)C(c1ccc3c(c1)OCO3)C(C#N)=C(N)O2 (stereo unspecified)
63: CC(C)c1ccc(CCNC(=O)c2ccc([N+](=O)[O-])cc2)cc1
64: Cc1ccc2[nH]c(=O)c(CN(CCCN3CCOCC3)Cc3nnnn3C3CCCC3)cc2c1
65: COc1ccc(CN2C(=O)CS(=O)CC2=O)cc1OC
66: Clc1ccc(/C=N/c2c(-c3ccco3)nc3ccccn23)cc1

assay / compound | 57 | 58 | 59 | 60 | 61 | 62 | 63 | 64 | 65 | 66
PNC inhibitor | ? | -18.5 | ? | 15.8 | 11.4 | -18.1 | 60.9 | -100.0* | -25.6 | 25.8
ALOX15B inhib | -9.7% | 2.4% | -0.5% | nt | -28.4% | -5.0% | nt | 14.1% | -3.1% | -17.6%
IMPase cell inh | 2.6 | -2.3 | 2.7 | nt | -8.9 | 1.6 | 0.6 | -3.4 | 8.4 | 17.1
ALOX12 inhib | -7.2% | -0.9% | 0.1% | -18.3% | -12.0% | -7.9% | -1.6% | -1.3% | 0.8% | -10.5%

Screening results (PubChem)
